Compound activity (PubChem BioAssay)
14-3-3 PPI: modulators of 14-3-3 gamma protein binding, primary screen, biochemical, fluorescence polarization; 14-3-3 protein gamma (Homo sapiens), P61981; FP, 14-3-3gamma / TMR-pS259-Raf peptide binding; inhibition, % at 40 µM; actives 0.19% (n = 160,000); AID 422, 2006; in the data active means inhibition above about 30%;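 further: 0% = protein plus tracer without compound and 100% = blank with tracer alone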
Target sequence (P61981 whole entry, looked up): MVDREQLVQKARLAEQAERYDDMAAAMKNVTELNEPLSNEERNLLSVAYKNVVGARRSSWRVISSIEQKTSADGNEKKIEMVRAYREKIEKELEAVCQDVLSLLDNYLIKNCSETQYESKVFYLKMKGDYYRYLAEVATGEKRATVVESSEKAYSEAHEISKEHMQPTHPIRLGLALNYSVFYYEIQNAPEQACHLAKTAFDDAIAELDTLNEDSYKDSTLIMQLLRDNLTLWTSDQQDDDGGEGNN
* = called active by the depositor; & = joins results of further samples.

canonical_smiles	14-3-3 PPI
O=c1nc2n(-c3ccc([N+](=O)[O-])cc3)c3ccccc3cc-2c(=O)[nH]1	-12
CCCN1C2CCCC1CC(NC(=O)NC1CCCCC1)C2 (centres undefined)	-6
O=C(COc1ccccc1)Nc1ccc(-c2nnc(-c3ccco3)o2)cc1	-2
COc1cccc(C(=O)Nc2c3c(nn2-c2cccc(Cl)c2)CS(=O)C3)c1OC (centres undefined)	-6
CCOC(=O)c1c(C)n(C)c2ccc(O)c(S(=O)(=O)c3ccccc3)c12	-1
O=C1CCCC2=C1C(c1ccccc1[N+](=O)[O-])n1ncnc1N2 (centres undefined)	-5
CC(=O)N1c2c(cc(Br)cc2S(=O)(=O)Nc2cccc(Cl)c2)CC1C (centres undefined)	-6
Cc1ccc(CNC(=O)c2c[nH]n3c(=O)c(Cc4ccc(Cl)cc4)c(C)nc23)cc1	-10
COc1ccc(S(=O)(=O)N2c3cc(C)ccc3C(C)=CC2(C)C)cc1	-13
Cc1ccc(N2C(=O)C3C4C=CC(O4)C3C2=O)c([N+](=O)[O-])c1 (centres undefined)	-5
COc1ccc(OC)c(C(=O)c2coc3ccc(OC)cc23)c1	-5
O=C(Nc1ccccc1Cl)c1cc(S(=O)(=O)NCCC2=CCCCC2)ccc1F	5
Cn1c(=O)[nH]c(=O)c2c1nc(CN1CCOCC1)n2Cc1ccc(F)cc1	-4
O=C(Nc1ccc(Cl)cc1)c1ccc(-n2cnnn2)cc1	-7
COc1ccc(S(=O)(=O)N(CC(N)=O)C2CCCCC2)cc1Cl	-1
CC1=C(C(=O)OC2CCCC2)C(c2ccc(-c3ccccc3)cc2)C2=C(CCCC2=O)N1 (centres undefined)	-5
Cc1ccc(-c2cnc(-c3ccc(Br)cc3)o2)cc1	2
O=C1c2ccccc2-c2nnc3c(c21)CCCCCC3	-1
COc1cc2c(cc1OC)CN(C(=O)c1cc(S(=O)(=O)N3CCOCC3)ccc1Cl)CC2	-9
N#Cc1cc(Oc2ccc(OCc3ccccc3)cc2)nc2ccccc12	-8
Cc1ccnc(N2CCCC(C(=O)Nc3nnc(C)s3)C2)n1 (centres undefined)	-3
Cc1cc(C(=O)CSc2nc3ccccc3n2CCC#N)c(C)n1Cc1cccs1	-5
CC1=NN(C(=O)c2csc(C)c2)C(O)(C(F)F)C1 (centres undefined)	2
CC1CCC(NC(=O)CN2CCN(Cc3ccc(F)cc3)C2=O)CC1 (centres undefined)	2
Cc1ccc(-c2nnc(N(C)C(=O)c3ccncc3)s2)cn1	0
CN(C(=O)COc1cc(=O)n(C)c2ccccc12)c1ccc(Cl)cc1	0
Cc1ccc(CNC(=O)C2CCN(c3nc4ccccc4[nH]3)CC2)cc1	3
CC1(C)CC(=O)C2=C(C1)OC1=C(C(=O)CC(C)(C)C1)C2c1ccccc1O	2
CC1CCN(C(=O)CSc2nc3ccccc3[nH]2)CC1	-6&-4
CCOC(=O)c1ccc(NCc2ccc(N(C)C)cc2)cc1	-8&-2

The final 2 entries of the part before are carried over, then new ones follow.
canonical_smiles	14-3-3 PPI
CC1CCN(C(=O)CSc2nc3ccccc3[nH]2)CC1	-6&-4
CCOC(=O)c1ccc(NCc2ccc(N(C)C)cc2)cc1	-8&-2
NCC1OC(O[C@@H]2[C@H](O)C(OC3C(O)C(N)CC(N)C3OC3OC(CO)C(O)C(O)C3N)O[C@@H]2CO)C(N)C(O)C1O (some centres undefined)	-1
CCCS(=O)(=O)N1CCC(C(=O)NCCCN2CCCCC2C)CC1 (centres undefined)	0
COc1ccccc1N(CC(=O)Nc1ccc(C)c(Cl)c1)S(=O)(=O)c1ccc(C)cc1	2
CCOC(=O)c1c(NC(=O)CSc2ncnc3sc4c(c23)CCCC4)sc2c1CCC2	-11
CC(C)=CC(=O)OCC(=O)Nc1nc(C)c(Cl)cc1Cl	-8
COc1ccc(C(=O)Nc2ccc3c(c2)OCO3)cc1OC	-4
COCCNC(=O)CCCCCNS(=O)(=O)c1ccc(C)cc1	-11
CCOc1ccc(N=CC2=C(O)CC(C)(C)CC2=O)cc1	-3
CN(CC(CC(=O)Nc1nncs1)c1ccccc1)S(=O)(=O)c1ccccc1 (centres undefined)	-1
O=C(NCCc1ccccc1)c1ccc2c(=O)n(-c3ccc(F)cc3)c(=S)[nH]c2c1	-1
COc1ccc(OC)c(S(=O)(=O)n2cc([N+](=O)[O-])cn2)c1	2
CC(C)Sc1nc2c([nH]c3ccccc32)c(=O)n1-c1ccc(F)cc1	-1
CC(=O)/C(C(=N)N1CCN(C(c2ccccc2)c2ccccc2)CC1)=C(\C)O	1
COc1ccc(CNC(=O)C2CCC(CNS(=O)(=O)c3cccs3)CC2)cc1 (centres undefined)	-6
CCOC(=O)c1c(C)oc2c1c1c(c3ccccc32)OCN(Cc2ccco2)C1	8
COc1ccccc1NC(=O)C1CCCN(S(=O)(=O)c2cccc3nsnc23)C1 (centres undefined)	1
CC(O)c1no[n+]([O-])c1C(C)O (centres undefined)	-13
CCOC(=O)c1cnc2ccc(Cl)cc2c1Nc1ccc2c(c1)OCCO2	-3
CC(=O)N1c2c(cc(Br)cc2S(=O)(=O)NCc2ccc(C)cc2)CC1C (centres undefined)	-6
Cc1ccc(-c2c(C)sc(NC(=O)C3C4CCC(O4)C3C(=O)O)c2C(=O)OC(C)C)cc1 (centres undefined)	0
O=C1C(=O)N(CCCn2ccnc2)C(c2ccc3c(c2)OCO3)/C1=C(\O)c1ccc(Cl)cc1 (centres undefined)	-1
O=C(Cn1c(=S)[nH]c2ncccc2c1=O)NC1CC1	2
Cc1cc2ccccc2c(=O)n1CC(=O)Nc1ccc2c(c1)OCCO2	-8
Cc1nc2ccccc2c2oc(C(=O)NCCCN3CCCC3=O)cc12	1
CSc1ccc(C2C(C(=O)OCc3ccccc3)=C(C)NC3=C2C(=O)CCC3)cc1 (centres undefined)	-3
Cc1ccccc1NC(=O)c1c(NC(=O)COc2ccc(Cl)cc2)sc2c1CCC2	-37
O=C(Nc1cccc(C(F)(F)F)c1)C1CCCN(c2ncccn2)C1 (centres undefined)	1
CCCCCOc1ccc(Cn2ccnc2)cc1[N+](=O)[O-]	-9
CC(C)(C)n1ncc2c(=O)n(CC(=O)Nc3ccc4c(c3)OCCO4)cnc21	-11
Cc1ccc(S(=O)(=O)c2nc(-c3cccs3)oc2SCC(=O)NC2CCCCC2)cc1	-127
COc1ccc(-n2c(CCn3c4ccccc4c4ccccc43)n[nH]c2=S)cc1	2
Cc1ccc2nsnc2c1N(S(C)(=O)=O)S(C)(=O)=O	-5
Cc1cc(C)cc(-n2cnc3cc(C(=O)N4CCc5ccccc54)ccc32)c1	-1
Cc1ccc(CN2C(=O)CCC2C(=O)NCc2cccnc2)cc1 (centres undefined)	2
Cc1cc([N+](=O)[O-])ccc1NC(=O)c1cc2ccccc2o1	-2
CC1(C)Cc2ccccc2-c2nnc(SCc3ccc(C#N)cc3)n21	-9
CN(CCO)c1cc(N2CCOCC2)c2nonc2c1[N+](=O)[O-]	-1
COC(C#CC(C(C)C)N(C)C)(c1ccccc1)c1ccccc1 (centres undefined)	1
Cc1ccc(N(CCCCN2C(=O)c3ccccc3C2=O)C(=O)c2cccc(Cl)c2)cc1	2
Nc1c(C(=O)c2ccc(Br)cc2)sc2[nH]c(=O)c(C(=O)O)cc12	-166
Cn1c(=O)[nH]c(=O)c2c1nc(N1CCCCC1)n2CC(=O)c1ccccc1	-3
CCc1ccc2[nH]c(C)c(CN(C)C3CCCCC3)c(=O)c2c1	-1
CCC1=C/C(=C\c2ccc3c(c2)OCO3)C(=O)S1	-3
O=S(=O)(CCCc1ccccc1)c1ncn[nH]1	-2
Cc1oc(-c2cccc(Br)c2)[n+]([O-])c1C	6
COc1ccc2cc(CN(CC3COCCO3)S(=O)(=O)c3ccccc3)c(=O)[nH]c2c1 (centres undefined)	-6
COc1ccc2oc(C(O)c3c(C)oc4ccc(OC)cc34)cc2c1 (centres undefined)	-13
CN(C(=O)C12CC3CC(CC(C3)C1)C2)C1CCS(=O)(=O)C1 (centres undefined)	-8&-6
Cc1cccc(N2C(=O)C3C4C=CC(C4=C4C5CC6CC(C5)CC4C6)C3C2=O)c1 (centres undefined)	-7
Cc1cccc2sc(=NC(=O)c3ccc(S(=O)(=O)N(C)Cc4ccccc4)cc3)n(C)c12	-8

Continuation.
canonical_smiles	14-3-3 PPI
CCOc1ccc2nc(Nc3nc4ccccc4c(=O)[nH]3)nc(C)c2c1	-5
Cc1ccc(OCC(=O)Nc2ccc(C)c(Cl)c2)cc1C	5
CC(C)CC(=O)N1CC(=O)Nc2ccc(Cl)cc2C1c1ccc(F)cc1 (centres undefined)	-7
O=C(CC(NS(=O)(=O)c1ccc(Cl)cc1)c1ccco1)NC1CCCC1 (centres undefined)	2
O=C(NC1CCCCC1)n1c(=O)oc2cc(S(=O)(=O)N3CCCCC3)ccc21	-3&-1
CCOC(=O)c1sc2[nH]c(=S)n(Cc3cccc(Cl)c3)c(=O)c2c1C	-10
Cc1nnc(Nc2ccccn2)c2ccccc12	-4
Cc1cc(Nc2ccc(Br)cc2)n2ncnc2n1	-3
Cc1ccc2c(c1)sc1ncc(NC(=O)c3ccccc3)c(=O)n12	-6
CCOC(=O)c1cnc2c(C)cc(C)cc2c1Nc1ccc2c(c1)OCCO2	2
Cc1ccc(NC(=O)CCC(=O)OCCCC(F)(F)C(F)(F)F)cc1	-7
O=C(CNS(=O)(=O)c1ccc(Br)s1)N1CCCC1	-10&-4
O=C(Nc1ccc(I)cc1)c1cc(-c2cccs2)nc2ccccc12	-27
COc1ccc2c(=O)c(Oc3ccccc3)c(C(F)(F)F)oc2c1C	0
CCCSc1nnc(Cn2c(=O)sc3ccccc32)n1C	8
CS(=O)(=O)N1CCN(C(=O)Cc2ccccc2)CC1	9
CN(C)CCCN1CCCNC1	-12
COc1ccc(OC)c(N(CC(=O)Nc2ccc(Br)cc2)S(=O)(=O)c2ccccc2)c1	-8
O=S(=O)(NC1CC2CCC1C2)c1ccc2c(c1)OCCO2 (centres undefined)	-5
CCOC(=O)Cc1csc(NC(=O)c2c(-c3ccccc3)noc2C)n1	0
O=C(O)c1cc(NC(=O)C2CCCO2)cc(NC(=O)C2CCCO2)c1 (centres undefined)	-1
Cc1ccc(C2CC(C(F)(F)F)n3nc(C(=O)NCc4ccccc4)c(Cl)c3N2)cc1 (centres undefined)	-10
N#Cc1cc2ccccc2nc1SCc1cccnc1	-3
CC(C)OCCCNC(=O)c1cc2cc3ccc(Cl)cc3nc2o1	-205
Cc1cccc(NC(=O)c2cc3c(ccc4ccccc43)oc2=N)c1	-15
COc1ccccc1NC(=O)c1cc2ccccc2o1	1
CCOc1cccc(C2CC(c3ccc(C)cc3)=NC(c3ccccc3F)N2)c1O (centres undefined)	7
COc1ccc2nc(NC(=O)c3cc(N)cc(N)c3)sc2c1	-6
CC(C)OC(=O)c1cccc(NC(=O)CSc2nnc(N)s2)c1	-1
CN1CCN(CCCNC(=O)Cc2cn(C)c3ccccc23)CC1	-1
O=S(=O)(c1ccc(Cl)s1)n1cccn1	-2
CCN1CCN(c2cc(C)c3cc(NC(=O)CCC(=O)N4CCCC4)ccc3n2)CC1	-2
Cc1onc(-c2c(F)cccc2Cl)c1C(=O)Nc1ccc(S(=O)(=O)Nc2ncccn2)cc1	2
Cc1nc2c(-c3ccc(F)cc3)c(C)nn2c(C)c1CCC(=O)N1CCN(c2ccccn2)CC1	-2
CCOc1ccc(S(=O)(=O)NCCN2CCOCC2)c2ccccc12	5
COc1ccc(-c2nc3n(n2)C(c2ccccc2)C2=C(CCCC2=O)N3)cc1OC (centres undefined)	-8
Cc1ccccc1OCCCC(=O)Nc1ccc2c(c1)OCO2	-7
CC1CCN(S(=O)(=O)c2ccc3nc(-c4ccccn4)cc(C(=O)NCCCN4CCCCC4C)c3c2)CC1 (centres undefined)	-17
COc1cccc(N2C(=O)C(O)=C(C(C)=O)C2c2ccc(OC)c(OC)c2)c1 (centres undefined)	6
COCCN1C(=O)c2ccccc2C(C(=O)Nc2cc(Cl)c(OC)cc2OC)C1c1c[nH]c2ccccc12 (centres undefined)	-7

Compounds above that have a thiophene ring, fused or not, in the order listed:
canonical_smiles	14-3-3 PPI
Cc1cc(C(=O)CSc2nc3ccccc3n2CCC#N)c(C)n1Cc1cccs1	-5
CC1=NN(C(=O)c2csc(C)c2)C(O)(C(F)F)C1 (centres undefined)	2
CCOC(=O)c1c(NC(=O)CSc2ncnc3sc4c(c23)CCCC4)sc2c1CCC2	-11
COc1ccc(CNC(=O)C2CCC(CNS(=O)(=O)c3cccs3)CC2)cc1 (centres undefined)	-6
Cc1ccc(-c2c(C)sc(NC(=O)C3C4CCC(O4)C3C(=O)O)c2C(=O)OC(C)C)cc1 (centres undefined)	0
Cc1ccccc1NC(=O)c1c(NC(=O)COc2ccc(Cl)cc2)sc2c1CCC2	-37
Cc1ccc(S(=O)(=O)c2nc(-c3cccs3)oc2SCC(=O)NC2CCCCC2)cc1	-127
Nc1c(C(=O)c2ccc(Br)cc2)sc2[nH]c(=O)c(C(=O)O)cc12	-166
CCOC(=O)c1sc2[nH]c(=S)n(Cc3cccc(Cl)c3)c(=O)c2c1C	-10
O=C(CNS(=O)(=O)c1ccc(Br)s1)N1CCCC1	-10&-4
O=C(Nc1ccc(I)cc1)c1cc(-c2cccs2)nc2ccccc12	-27
O=S(=O)(c1ccc(Cl)s1)n1cccn1	-2

A portion of the library; rates above refer to the full screens.
